Gli-Sufu antag: antagonists of Gli-Sufu signaling; Sufu-KO-LIGHT fibroblasts, Gli luciferase reporter luminescence; inhibition, % at 5 µM; 340,000 tested, 0.74% active;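 active = inhibition above about 55%, limit read from the data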;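 also: 0% = DMSO-treated cells and 100% = wells with medium but no cells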
CXCR6 inh: inhibitors of human CXCR6 receptor; inhibition, % at 20 µM; 360,000 tested, 0.36% active; O00574; CHO-K1 PathHunter CXCR6 beta-arrestin, luminescence; in the data active = inhibition above about 34%, passing the limit was not always enough;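 also: antagonist mode with CXCL16 agonist at 10 nM final; 0% = 10 nM CXCL16 with DMSO and 100% = unstimulated wells without agonist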
Target sequence (O00574 whole entry, looked up): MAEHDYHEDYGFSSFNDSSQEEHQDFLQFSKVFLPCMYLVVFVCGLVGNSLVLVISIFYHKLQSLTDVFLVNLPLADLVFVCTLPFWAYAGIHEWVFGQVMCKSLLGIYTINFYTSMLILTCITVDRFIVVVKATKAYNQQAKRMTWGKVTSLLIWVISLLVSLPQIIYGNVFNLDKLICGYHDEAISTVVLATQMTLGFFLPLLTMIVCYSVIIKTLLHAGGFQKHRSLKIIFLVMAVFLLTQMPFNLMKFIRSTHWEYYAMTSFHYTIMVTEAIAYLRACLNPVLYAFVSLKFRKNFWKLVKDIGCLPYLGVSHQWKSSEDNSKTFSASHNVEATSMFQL
APJ antagonist: blocks the human apelin receptor APJ. CHO-K1 APJ beta-arrestin complementation, luminescence. inhibition, % at 20 µM. 330,000 tested, 0.32% active. P35414. AID 2521;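 active = inhibition above about 40% at 20 µM, limit read from the data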;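 also: cells challenged with 10 nM apelin-13 agonist together with compound; plate controls were apelin-13 plus DMSO wells for no effect and DMSO wells lacking apelin-13 for full effect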
Target sequence (P35414 whole entry, looked up): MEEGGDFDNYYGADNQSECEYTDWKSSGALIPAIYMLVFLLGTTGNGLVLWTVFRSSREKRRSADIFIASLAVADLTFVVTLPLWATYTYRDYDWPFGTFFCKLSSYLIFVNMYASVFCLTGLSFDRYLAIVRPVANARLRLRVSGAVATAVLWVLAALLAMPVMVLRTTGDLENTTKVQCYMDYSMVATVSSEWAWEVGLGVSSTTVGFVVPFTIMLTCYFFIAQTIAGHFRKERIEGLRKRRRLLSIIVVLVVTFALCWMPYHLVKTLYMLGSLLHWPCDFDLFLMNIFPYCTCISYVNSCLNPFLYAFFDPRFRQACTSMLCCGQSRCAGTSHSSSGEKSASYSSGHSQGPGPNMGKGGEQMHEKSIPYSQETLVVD
EBI2 block: blocks human EBI2 receptor beta-arrestin signaling; P32249; EBI2 beta-arrestin recruitment, luminescence, 7a,25-OHC stimulated; 360,000 tested, 0.81% active; AID 651636; inhibition, % at 5 µM; in the data active = inhibition above about 38%;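 also: enzyme fragment complementation signal reports receptor beta-arrestin coupling in cells; 0% = agonist plus DMSO wells and 100% = wells without agonist; some results beyond the cut were filed as inactive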
697 NFkB inh: inhibitors of the PMA/ionomycin-induced NF-kB reporter in 697 B cells. 697 B-cell NF-kB luciferase reporter, 16 h. inhibition, % at 4 µM. 330,000 tested, 0.33% active; in the data active = inhibition above about 35%
CCR6 antagonist: antagonists of human CCR6 receptor; 340,000 tested, 0.49% active; P51684; inhibition, % at 20 µM; AID 493098; CHO-K1 CCR6 PathHunter beta-arrestin, luminescence, CCL20-stimulated;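 active = compounds whose inhibition of the agonist-driven luminescence signal at 20 µM reaches about 50%, limit read from the data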;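 also: cells stimulated with CCL20 at 14 nM final; plate controls were DMSO with CCL20 for no effect and DMSO without agonist for full effect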
Jurkat NFkB inh: inhibitors of the PMA/ionomycin-induced NF-kB reporter in Jurkat cells; inhibition, % at 4 µM; PMA/ionomycin-induced NF-kB luciferase reporter, luminescence; 330,000 tested, 0.53% active; in the data active = inhibition above about 50%
UBC13 polyUb: inhibitors of human UBC13 polyubiquitin chain formation; inhibition, % at 20 µM; TR-FRET; 330,000 tested, 0.47% active; P61088; AID 485273; in the data active = inhibition above about 45%, passing the limit was not always enough
Target sequence (P61088 whole entry, looked up): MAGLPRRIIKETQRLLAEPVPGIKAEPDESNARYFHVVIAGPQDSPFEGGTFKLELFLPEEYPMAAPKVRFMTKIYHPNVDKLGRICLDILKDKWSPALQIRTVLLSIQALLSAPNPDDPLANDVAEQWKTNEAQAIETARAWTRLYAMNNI
* hit, by the source's call; nt = no result given.

entry	Structure	Gli-Sufu antag	CXCR6 inh	APJ antagonist	EBI2 block
1	CCn1cc(C(=O)NC(C)CCc2ccccc2)c(=O)c2cc(S(=O)(=O)N(C)C)ccc21 (stereo not drawn)	nt	4	12	2
2	CC(C)Cn1c(SCC(=O)N2CCOCC2)nc2ccccc2c1=O	7	13	-5	9
3	Cc1ccc(NC(=O)c2ccc3c(c2)CCN3S(C)(=O)=O)cc1C	-32	4	12	12
4	COc1cc(C(=O)OCC(=O)NCCCc2ccccc2)ccc1OCC(C)C	6	5	6	-2
5	CCCCSc1nc2c(cnn2-c2ccccc2)c(=O)n1N	-101	10	20	17
6	Cc1cccc2[nH]c3c(N4CCC5(CC4)OCCO5)ncnc3c12	14	-16	9	7
7	CC(C)N1CCC(N2CCN(Cc3ccc(-c4ccc(Cl)cc4)o3)CC2CCO)CC1 (stereo not drawn)	-11	0	-43	1
8	COC(=O)[C@@H]1C[C@@]2(O)[C@H](O)[C@H](O)[C@H](O)C[C@H]2N1Cc1ccc(C)s1	12	5	-4	-2
9	COc1ccc(OC)c(S(=O)(=O)N2CCCC(C(=O)N3CCC(C(N)=O)CC3)C2)c1 (stereo not drawn)	-10	-8	1	-11
10	C/C(=N\Nc1cccc(Cl)c1)c1ccncc1	-10	-9	-3	26

entry	697 NFkB inh	CCR6 antagonist	Jurkat NFkB inh	UBC13 polyUb
1	-6	9	11	2
2	13	6	15	-2
3	-45	2	-48	-1
4	12	9	8	-2
5	-164	4	-106	5
6	-12	-8	16	3
7	22	6	-17	9
8	15	-2	-5	-4
9	-4	16	5	-4
10	-13	-1	-23	-6

Continuation:
entry	Structure	Gli-Sufu antag	CXCR6 inh	APJ antagonist	EBI2 block
11	COc1ccc2[nH]c(C)c(CN3CCC(C)CC3)c(=O)c2c1	4	-5	4	-13
12	Cc1nn(Cc2ccccc2Cl)c(C)c1C(=O)NCCN1C(=O)S/C(=C\c2ccccc2)C1=O	8	5	5	20
13	Cc1ccc(C)c(Nc2ccc3nonc3c2[N+](=O)[O-])c1	0	0	3	-9
14	Cc1ccc(N(Cc2cc3ccc(C)cc3[nH]c2=O)S(=O)(=O)c2ccccc2)cc1	-12	5	0	20
15	C=CCOC(=O)C1=C[C@H](c2ccc(C(F)(F)F)cc2)C[C@H](OCCCCO)O1	8	-2	9	-2
16	Cc1ccc(-n2nc3c(N4CCC(C(=O)NCc5ccc(C)o5)CC4)nnc(C)c3c2C)cc1	-6	10	25	-3
17	O=C(NCc1n[nH]c(=S)n1-c1ccccc1)c1cccs1	-2	-4	8	-8
18	Cc1cccc(CSC2=NN3CCCC(=O)N=C3S2)c1	-28	-4	6	5
19	O=C(CNC(=O)c1ccccc1F)NCCOc1cccc(Cl)c1Cl	5	-1	-8	3
20	COc1ccc(/C=N/NC(=O)c2ccc3nc[nH]c3c2)cc1OC	0	-4	2	2

entry	697 NFkB inh	CCR6 antagonist	Jurkat NFkB inh	UBC13 polyUb
11	10	7	-12	0
12	3	6	12	-6
13	3	11	9	-8
14	-17	10	-2	12
15	-2	7	9	-5
16	0	11	-1	13
17	-14	-15	-10	3
18	-10	5	-14	1
19	2	9	4	3
20	7	11	-11	-19

The list goes on.
entry	Structure	Gli-Sufu antag	CXCR6 inh	APJ antagonist	EBI2 block
21	COc1cc(CNCc2ccccc2Cl)ccc1OCC(=O)NC1CCCCC1	25	5	10	5
22	COc1cccc(/C=C/C(=O)N(C)CC(=O)Nc2ccc(Cl)c(C(F)(F)F)c2)c1	-8	-1	12	-2
23	O=C(C1CCCCC1)N1CCCC(c2nc(-c3ccc(F)cc3)no2)C1 (stereo not drawn)	-5	12	11	8
24	CN(C)c1ccc(N=Cc2nc(-c3ccccc3)oc2OC(=O)c2cccc(Cl)c2)cc1	-58	7	7	8
25	O=C(CN1CCCC1)N1c2ccccc2C=Cc2ccccc21	10	-4	3	-3
26	Oc1[nH]c2ccccc2c1C=NCC1CCCO1 (stereo not drawn)	-24	4	1	-15
27	O=C(CN1C(=O)NC2(CCCCCC2)C1=O)c1ccc2c(c1)OCCO2	-60	-15	-15	-9
28	O=C1CC(c2ccc(Cl)cc2)n2nc(N3C(=O)CCC3=O)nc2N1 (stereo not drawn)	0	-5	-10	-2
29	COc1ccc(Cl)cc1C(=O)NC(=S)Nc1ccccc1N1CCOCC1	-2	9	-8	9
30	c1cncc(CNc2c3c(nc4nnnn24)CCCC3)c1	6	-4	-10	-2

entry	697 NFkB inh	CCR6 antagonist	Jurkat NFkB inh	UBC13 polyUb
21	6	11	17	3
22	24	4	4	1
23	-31	12	-33	-1
24	-45	23	-64	-10
25	12	-4	7	3
26	5	-3	-11	-9
27	-266	6	-110	-15
28	-5	-17	-20	-11
29	25	18	14	6
30	12	-9	2	3

More results follow:
entry	Structure	Gli-Sufu antag	CXCR6 inh	APJ antagonist	EBI2 block
31	CCC(N)C12CC3CC(CC(O)(C3)C1)C2 (stereo not drawn)	0	-1	4	1
32	CC(=O)Nc1ccccc1-c1nnn(CC(=O)Nc2ccc3c(c2)OCCO3)n1	-3	-7	17	-10
33	COc1ccc2c(c1)SC(C)CC2=O (stereo not drawn)	8	5	2	-2
34	Cc1cc2ncn(CCC(=O)NC3CCCC3)c2cc1C	5	4	-7	-4
35	COc1ccc(NC(=O)/C(C#N)=C/c2ncc([N+](=O)[O-])n2C)c(OC)c1	-4	-13	-26	7
36	CCC(=O)Nc1ccc(C(=O)COC(=O)c2sc(C)nc2C)cc1	-17	4	11	2
37	CCS(=O)(=O)N1N=C(c2cccc(NS(C)(=O)=O)c2)CC1c1cccs1 (stereo not drawn)	-14	2	-18	0
38	COc1ccc(CN2CCCC(C(=O)Nc3cccc(-n4cccn4)c3)C2)c(F)c1 (stereo not drawn)	12	1	-1	8
39	O=C1Nc2ccccc2N(O)N1c1cc(-c2cccc(Cl)c2)no1	0	-2	12	3
40	O=C(N/C(=C\c1cccc(Br)c1)C(=O)N1CCCCC1)c1ccco1	-12	9	0	-13

entry	697 NFkB inh	CCR6 antagonist	Jurkat NFkB inh	UBC13 polyUb
31	11	-13	3	-7
32	10	3	17	0
33	3	-10	-10	15
34	11	-5	-3	7
35	14	-2	-15	-18
36	12	7	18	-1
37	-12	13	18	4
38	-7	10	9	3
39	-18	3	-4	-5
40	23	9	-10	-4

Next part:
entry	Structure	Gli-Sufu antag	CXCR6 inh	APJ antagonist	EBI2 block
41	Cc1noc(C)c1-c1nc(CS(=O)(=O)c2ccc(F)cc2)no1	0	8	3	-3
42	O=C(CC(=O)Nc1ccccc1C(=O)O)NNC(=O)Cc1ccccc1	-6	1	-7	1
43	CN(Cc1ccccc1)C(=O)COc1cc(=O)n(C)c2ccccc12	6	-6	5	9
44	Cc1nc(C(=O)N2CCCC(N3CCN(c4ccccc4C)CC3)C2)cs1 (stereo not drawn)	-14	-2	20	-3
45	COc1ccc(S(=O)(=O)N2CCN(C(=O)c3cccs3)CC2)cc1OC	1	4	7	-4
46	O=C(COC(=O)CC1CCS(=O)(=O)C1)Nc1ccc(F)cc1 (stereo not drawn)	-3	-2	1	-7
47	CC(=O)NCCc1c[nH]c2ccc(OCC(O)CNC(C)(C)C)cc12 (stereo not drawn)	-7	-8	6	-1
48	Cc1ccc(NC(=S)N(CCCN2CCCC2)Cc2cccn2Cc2ccc(Cl)cc2)cc1	-21	6	-11	2
49	CCC(C)NS(=O)(=O)c1ccc(OCC(=O)NCc2ccccn2)cc1 (stereo not drawn)	-2	-8	2	1
50	Cc1cc(C(=O)OCC(=O)N2C(C)CCCC2C)c(C)o1 (stereo not drawn)	6	-10	18	-4

entry	697 NFkB inh	CCR6 antagonist	Jurkat NFkB inh	UBC13 polyUb
41	11	10	-9	2
42	11	5	6	0
43	9	-3	-11	8
44	17	0	5	0
45	10	-2	4	-4
46	4	11	-3	12
47	3	-11	-12	-5
48	-42	19	-14	27
49	8	2	-2	-5
50	5	-1	18	-3

The listing continues.
entry	Structure	Gli-Sufu antag	CXCR6 inh	APJ antagonist	EBI2 block
51	Cc1nnc2n1NC(c1ccc(Cl)cc1)C(C(=O)N(C)C1CCCCC1)S2 (stereo not drawn)	2	5	6	3
52	O=C(CSc1ncn[nH]1)Nc1ccc(Br)cc1F	-3	2	27	-7
53	Cc1cccc(N2CCN(C(=O)CCCn3c(=O)[nH]c4ccsc4c3=O)CC2C)c1 (stereo not drawn)	2	-3	14	-9
54	O=C(CN1C(=O)COc2ccccc21)N1CCc2ccccc21	-6	-2	-1	-19
55	CSc1cc(-c2ccncc2)nc(-c2ccc(Cl)cc2)c1	16	1	-15	17
56	O=C(Cc1ccccc1)N1CCc2[nH]nc(-c3ccccc3)c2C1	9	-4	-9	-2
57	CCOC(=O)Nc1sc2nc(C)cc(C)c2c1-n1cccc1	-5	2	0	-2
58	CCc1cccc2c(C(=O)C(F)(F)F)cn(CC(=O)NCC3CCCO3)c12 (stereo not drawn)	-8	46*	6	-10
59	CN(CC(=O)NCCN1CCOCC1)S(=O)(=O)c1ccc(Cl)cc1	-4	-4	12	14

entry	697 NFkB inh	CCR6 antagonist	Jurkat NFkB inh	UBC13 polyUb
51	10	-2	0	-6
52	-12	-9	-22	-9
53	14	11	8	4
54	-3	-9	1	6
55	3	-4	19	8
56	2	0	-9	9
57	-49	-7	-4	-3
58	-11	13	-14	-3
59	13	5	2	7

9 consecutive compounds from above, for reference:
entry	Structure	Gli-Sufu antag	CXCR6 inh	APJ antagonist	EBI2 block
48	Cc1ccc(NC(=S)N(CCCN2CCCC2)Cc2cccn2Cc2ccc(Cl)cc2)cc1	-21	6	-11	2
49	CCC(C)NS(=O)(=O)c1ccc(OCC(=O)NCc2ccccn2)cc1 (stereo not drawn)	-2	-8	2	1
50	Cc1cc(C(=O)OCC(=O)N2C(C)CCCC2C)c(C)o1 (stereo not drawn)	6	-10	18	-4
51	Cc1nnc2n1NC(c1ccc(Cl)cc1)C(C(=O)N(C)C1CCCCC1)S2 (stereo not drawn)	2	5	6	3
52	O=C(CSc1ncn[nH]1)Nc1ccc(Br)cc1F	-3	2	27	-7
53	Cc1cccc(N2CCN(C(=O)CCCn3c(=O)[nH]c4ccsc4c3=O)CC2C)c1 (stereo not drawn)	2	-3	14	-9
54	O=C(CN1C(=O)COc2ccccc21)N1CCc2ccccc21	-6	-2	-1	-19
55	CSc1cc(-c2ccncc2)nc(-c2ccc(Cl)cc2)c1	16	1	-15	17
56	O=C(Cc1ccccc1)N1CCc2[nH]nc(-c3ccccc3)c2C1	9	-4	-9	-2

entry	697 NFkB inh	CCR6 antagonist	Jurkat NFkB inh	UBC13 polyUb
48	-42	19	-14	27
49	8	2	-2	-5
50	5	-1	18	-3
51	10	-2	0	-6
52	-12	-9	-22	-9
53	14	11	8	4
54	-3	-9	1	6
55	3	-4	19	8
56	2	0	-9	9
